CatS inh: human cathepsin S inhibition. hit rate 0.06% among 62,000. recombinant cathepsin S, AMC dipeptide fluorescence, pooled mixtures. inhibition, %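 (tested at 5 µM per compound within 10-compound mixtures)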. P25774; in the data active means inhibition above about 32%, passing the limit was not always enough;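 further: 0% = enzyme without compound and 100% = blank without enzyme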
CatB mix inh: inhibitors of human cathepsin B in compound mixtures. P07858. Purified cathepsin B, AMC dipeptide fluorescence. inhibition, %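 (ten-compound pools at 5 µM per compound and 50 µM total)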. hit rate 0.06% among 62,000; in the data active means inhibition above about 22%, passing the limit was not always enough;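 further: 0% = enzyme without compound and 100% = no enzyme blank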
HER2 expr 66K: Her2 kinase expression inhibition; HER2 level % of control, % at 10 µM; SKBR-3 HER2 protein level, AlphaScreen, 18-24 h; stronger effect = lower value; hit rate 0.69% among 65,000; AID 645;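 active means HER2 level under 5% of the carrier-only control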;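 further: 100% = DMSO carrier and 0% = 500 nM PU-H71 HSP90 inhibitor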
ROCK2 inh: inhibitors of human Rho kinase 2; inhibition, % at 6 µM; AID 604; purified ROCK2, Kinase-Glo ATP depletion luminescence; hit rate 0.35% among 60,000;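 active means inhibition above the screen-wide mean inhibition plus 3 SD, cut at about 18% in these data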;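 further: plate controls were DMSO wells for no effect and Y-27632 control wells after no-enzyme background subtraction for full effect; many of its hits are not listed in these tables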
CatL inh: blocks human cathepsin L protease activity; P07711; inhibition, %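 (tested at 10 µM)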; hit rate 0.17% among 58,000; purified cathepsin L, fluorogenic substrate, fluorescence; in the data active means inhibition above about 45%;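 further: 0% = enzyme with no compound and 100% = no enzyme blank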
Target sequence (P07711 114-288 limits assumed): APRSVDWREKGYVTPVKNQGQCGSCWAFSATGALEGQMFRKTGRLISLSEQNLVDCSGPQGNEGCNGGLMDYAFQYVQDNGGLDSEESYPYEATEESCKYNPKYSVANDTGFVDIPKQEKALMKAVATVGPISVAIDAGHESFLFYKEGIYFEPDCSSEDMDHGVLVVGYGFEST
Target sequence (P07711 292-333 limits assumed): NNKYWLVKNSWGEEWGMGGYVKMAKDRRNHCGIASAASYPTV
Cathepsin G inh: blocks human cathepsin G enzyme activity | hit rate 0.2% among 62,000 | purified enzyme, AMC-tetrapeptide fluorescence, pooled mixtures | inhibition, % at 5 µM (by protocol) | P08311 | AID 581;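 active means inhibition above 20% in each of the two mixture wells holding the compound; inactive means inhibition of 20% or less in either well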;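 further: 0% = enzyme control without mixture and 100% = blank lacking enzyme; strong numbers were not always called active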
CatB block: inhibitors of human cathepsin B. P07858. inhibition, %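 (tested at 10 µM)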. purified cathepsin B, fluorogenic substrate, fluorescence. hit rate 0.1% among 63,000. AID 453; in the data active means inhibition above about 21%;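 further: 0% = enzyme with no compound and 100% = no enzyme blank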
C1s block: blocks human complement C1s protease activity; P09871; hit rate 0.16% among 62,000; purified C1s, fluorogenic AMC substrate, pooled mixtures; mean inhibition % of two 10-compound mixtures (stronger effect = higher value), % at 5 µM (by protocol);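 active means inhibition above 20% in each of the two 10-compound mixture wells holding the compound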;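 further: 0% = enzyme wells lacking compound mixture and 100% = no-enzyme blank wells; some compounds called inactive have numbers as strong as hits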
Target sequence (P09871 16-437 limits assumed): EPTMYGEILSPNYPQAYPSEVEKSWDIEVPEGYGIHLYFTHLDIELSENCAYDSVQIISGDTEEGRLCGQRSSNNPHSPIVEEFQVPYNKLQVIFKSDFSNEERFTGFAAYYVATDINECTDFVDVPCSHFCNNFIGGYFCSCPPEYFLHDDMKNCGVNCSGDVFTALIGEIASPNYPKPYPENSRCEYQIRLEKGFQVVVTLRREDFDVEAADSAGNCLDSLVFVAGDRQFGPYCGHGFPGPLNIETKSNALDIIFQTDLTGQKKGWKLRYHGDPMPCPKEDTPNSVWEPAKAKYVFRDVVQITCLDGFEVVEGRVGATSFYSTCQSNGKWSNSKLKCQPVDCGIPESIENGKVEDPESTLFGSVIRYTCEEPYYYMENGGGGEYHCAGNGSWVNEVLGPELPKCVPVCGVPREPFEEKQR
Target sequence (P09871 438-688 limits assumed): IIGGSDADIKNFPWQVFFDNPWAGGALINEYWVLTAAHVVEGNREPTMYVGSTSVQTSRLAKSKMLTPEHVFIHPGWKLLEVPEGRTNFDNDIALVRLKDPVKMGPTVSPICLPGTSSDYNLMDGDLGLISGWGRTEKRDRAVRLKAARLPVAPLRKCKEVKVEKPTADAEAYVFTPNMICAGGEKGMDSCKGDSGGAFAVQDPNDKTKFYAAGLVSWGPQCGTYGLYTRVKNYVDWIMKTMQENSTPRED
PKA kinase inh: inhibitors of human protein kinase A. hit rate 0.1% among 65,000. PKA Kemptide phosphorylation, Kinase-Glo ATP luminescence. inhibition, % at 6 µM;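 active means inhibition above the screen-wide mean inhibition plus 3 SD, cut at about 21% in these data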; further: many of its hits are not listed in these tables
An asterisk follows results filed as active; nt = not tested or not shown. An excerpt. The share of hits here may be higher or lower than overall.

CatS inh	CatB mix inh	HER2 expr 66K	ROCK2 inh	CatL inh	structure	Cathepsin G inh	CatB block	C1s block	PKA kinase inh
21	7	81	0	4	COc1ccc(Cl)cc1S(=O)(=O)N1CCN(C(=O)COc2ccccc2)CC1	9	1	10	0
17	1	121	4	9	CCCC(=O)Nc1cc(=O)n(C)c(=O)n1C	8	2	-2	3
-12	3	93	-3	nt	Cc1ccccc1-n1c(Cn2c(=O)sc3ccccc32)nnc1SCC(=O)N1CCOCC1	7	4	7	2
-1	0	58	6	9	c1cc(C2CCCCC2)ccc1Oc1nc(N2CCOCC2)nc(N2CCOCC2)n1	9	2	16	8
3	2	80	-2	-13	COC(=O)c1ccccc1NC(=O)NCc1ccc2c(c1)OCO2	8	0	7	-4
-17	4	91	nt	-3	CC(C)N1CC23C=CC(O2)C(C(=O)OCc2ccccc2)C3C1=O (stereo not given)	7	1	3	nt
-9	5	109	nt	3	COc1ccc(C(CCc2ccc(C)o2)NC(=O)Nc2ccc(OC)cc2OC)cc1 (stereo not given)	11	2	6	7
-6	0	96	2	-8	COc1cccc(-c2nc3ccc(O)cc3c(=O)o2)c1	6	-2	-17	6
8	0	73	8	6	Cc1cc(NC(c2cccnc2)c2ccc3cccnc3c2O)no1 (stereo not given)	11	5	-2	6
3	-1	118	6	20	COCCNC(=O)CN(C(=O)CCC(=O)Nc1cc(C)on1)c1ccc(C)cc1C	0	-1	0	10
nt	nt	97	-11	-15	CC1(C)Cc2c(c(-c3ccccc3)[nH]c(=O)c2C#N)CS1	nt	4	nt	-1
-16	0	81	1	-4	Cc1onc(-c2ccccc2Cl)c1C(=O)NCCn1c(C)cc2ccccc21	-2	12	-151	2
-8	-1	98	-7	7	Cc1onc(-c2ccccc2Cl)c1C(=O)NCc1ccc(N2CCCC2=O)cc1	2	-1	-1	-6
7	0	90	5	17	Cn1c(=O)oc2cc(S(=O)(=O)Nc3cccc(C(=O)O)c3)ccc21	9	2	14	8
11	0	82	nt	-3	COc1ccccc1CC(=O)Nc1ccc(-c2nnc(-c3ccco3)o2)cc1	-4	-1	-4	-6
2	5	115	-2	nt	CCOc1ccc(C(=O)NCc2ccco2)cc1	12	6	14	10
-5	-1	59	1	6	CCOC(=O)N1CCN(S(=O)(=O)c2ccc(OC)c3ccccc23)CC1	-1	-1	1	1
6	0	89	4	10	O=C(CCc1ccccc1)NCc1ccccn1	-3	-1	-17	9
19	-1	84	2	-70	CN(C)CCCNc1oc(-c2cccc(Cl)c2)nc1C#N	-6	-1	-19	10
-2	2	100	1	-5	CCC(C)[C@H](NC(=O)NCc1ccccc1Cl)C(=O)OC (stereo not given in full)	-9	2	-6	5
9	-1	105	3	22	COc1cccc(NC(=O)N2CCOCC2)c1	3	6	-42	10
-11	3	73	-4	1	COC(=O)N(C)CCCC1(C)C(=O)N(C)c2ccc(O)cc21 (stereo not given)	4	7	-3	-7
-9	4	82	-4	2	Cc1cccc(-c2nnn(CC/C(N)=N/O)n2)c1	13	5	12	-9
14	4	119	2	12	N=c1n(CCN2CCOCC2)c2ccccc2n1Cc1ccccc1Br	12	1	12	-4
9	-1	113	2	6	COc1cc(NC(=O)c2ccc3c(=O)n(Cc4ccco4)c(=S)[nH]c3c2)cc(OC)c1OC	18	8	3	8
-4	3	92	-3	1	CCOc1ccc(CCNC(=O)C2CCC(=O)N2C2CCCCC2)cc1OCC (stereo not given)	11	0	14	-3
-4	4	109	-2	6	CCc1cc2cc(C)ccc2nc1SCC(=O)N1CCN(C(=O)c2ccco2)CC1	-5	-2	-41	-2
3	-1	75	0	9	COc1cccc(-c2cc(C(=O)N3CCN(Cc4ccccc4)CC3)no2)c1	-3	-2	-1	1
11	7	119	6	7	CC(C)OCC(O)CN (stereo not given)	-10	7	-16	8
nt	nt	51	-6	-45	CCCCCNC(=O)c1c(N)n(/N=C/c2ccco2)c2nc3ccccc3nc12	nt	-2	nt	-8
-4	-4	128	3	4	CCOC(=O)Nc1ccc(C)cc1Br	-12	8	-27	4
14	8	68	-2	3	O=C(CN1C(=O)c2cccc3cccc1c23)N1CCN(c2ccccc2)CC1	-28	6	-5	-2
6	4	44	-2	4	CCc1nnc(NC(=O)OCc2ccccc2)s1	-2	2	-9	-1
-18	-11	91	1	-320	CCc1cc2c(=O)c(Oc3ccccc3F)c(C)oc2c(CN(C)C)c1O	-21	-24	-127	-6
-12	6	86	4	-2	O=C(Cn1cnc2c(nnn2Cc2ccccc2)c1=O)c1ccc(Cl)cc1	9	8	7	4
7	-1	109	6	7	COC(=O)CSc1nnc(CNc2ccc(Cl)cc2)n1Cc1ccccc1	13	4	15	12
-13	-3	69	0	-4	Cc1ccc2nc(C)c(C)nc2c1N	-4	-5	-2	-3
-6	2	100	0	nt	NC(=O)C1(N2CCCCC2)CCN(S(=O)(=O)c2cc(Cl)ccc2Cl)CC1	9	3	16	-8
20	6	80	8	-8	CCOC(=O)NC(=O)CSc1nnc(C)s1	1	-2	6	12
-5	7	82	5	0	CCOC(=O)N1CCN(Cc2c(F)cccc2Cl)CC1	1	nt	5	4
13	5	154	nt	-1	O=C(NCc1cccs1)C1CCCN(S(=O)(=O)c2ccc3c(c2)OCO3)C1 (stereo not given)	0	-1	4	-2
14	8	81	-1	14	C1CCC(n2nnnc2CN2CCCC2)CC1	10	3	13	1
9	-2	106	0	6	CCOC(=O)C(NCCCO)c1ccccc1 (stereo not given)	0	0	-5	4
20	1	96	-2	nt	CCNc1nc2c(c(=O)n(C)c(=O)n2C)n1Cc1ccc(Cl)cc1	-5	1	-17	4
-11	4	125	-1	-1	Cc1cccc(C)c1NC(=O)CSc1nnc([C@H](C)NC(=O)OC(C)(C)C)o1	-5	-3	3	-10
13	2	51	2	6	COC(=O)C1=C(C)NC2=C(C(=O)c3ccccc32)C1c1ccc(-c2ccc(C(=O)O)cc2)o1 (stereo not given)	11	4	-2	2
2	2	57	0	24	CCc1c(C)n([O-])c2c([n+]1=O)CCC2	-15	-1	-58	-3
19	6	99	0	-5	CCOC(=O)c1c(NC(N)=O)sc(C)c1C	15	-3	19	-3
-5	2	87	6	5	CC(CCc1ccccc1)NCC(O)c1ccc(O)c(C(N)=O)c1 (stereo not given)	-16	-2	-14	3
-1	4	112	nt	-9	CCC(C)NC(=O)c1ccc(NC(=O)C2CCCO2)cc1 (stereo not given)	8	2	-9	11

A different layout for three compounds above.
Values run as follows: CatS inh, CatB mix inh, HER2 expr 66K, ROCK2 inh, CatL inh, Cathepsin G inh, CatB block, C1s block, PKA kinase inh
c1cc(C2CCCCC2)ccc1Oc1nc(N2CCOCC2)nc(N2CCOCC2)n1
    -1, 0, 58, 6, 9, 9, 2, 16, 8
COC(=O)c1ccccc1NC(=O)NCc1ccc2c(c1)OCO2
    3, 2, 80, -2, -13, 8, 0, 7, -4
CC(C)N1CC23C=CC(O2)C(C(=O)OCc2ccccc2)C3C1=O (stereo not given)
    -17, 4, 91, nt, -3, 7, 1, 3, nt

Later entries
CatS inh	CatB mix inh	HER2 expr 66K	ROCK2 inh	CatL inh	structure	Cathepsin G inh	CatB block	C1s block	PKA kinase inh
6	-1	108	nt	nt	CCN(CC)S(=O)(=O)c1csc(C(=O)Nc2ccccn2)c1	-3	-1	-2	-4
-5	-1	80	1	-3	C=CCN1C(=O)C2C(C(=O)NCc3ccccc3)C3C=CC2(O3)C1C(=O)NC(C)(C)C (stereo not given)	-1	2	3	7
-1	3	80	4	9	O=S(=O)(c1ccc(-n2cnnn2)cc1)N(C1CCCCC1)C1CCCCC1	2	2	-52	7
7	-8	104	5	10	Oc1ccc(C=Nc2cccc3ncccc23)c(O)c1	3	1	-12	7
9	7	100	nt	7	O=C(CSCc1cccc(F)c1)N1CCN(c2ccccc2)CC1	9	3	17	3
nt	nt	136	-8	-1	CCOC(=O)c1[nH]c2ccc(F)cc2c1N=C(C)N(CC)CC	nt	0	nt	5
2	-6	90	3	5	Fc1ccccc1Cn1nnc2c(NCCc3ccccn3)ncnc21	-10	-2	-27	12
4	-3	103	4	12	CNC(=O)CSc1nnc(-c2cccnc2)n1CCc1ccccc1	10	2	-13	8
3	2	76	-2	1	O=C(C1CCCCC1)N1CCC(c2nc3c(nnn3Cc3ccccc3Cl)c(=O)[nH]2)CC1	11	2	10	2
-1	0	128	2	23	COc1ccc(CN(CCCN2CCOCC2)C(=O)Nc2ccccc2)cc1OC	27	2	6	7
5	7	67	4	13	CC(C)Nc1nc(SCC(=O)Nc2ccccc2)nc(N2CCOCC2)n1	1	-1	-3	4
15	0	92	-4	15	O=c1/c(=C/c2cccc3ccccc23)sc2ncnn12	-8	5	-36	5
15	3	89	3	11	CC(=O)N=c1sc2cc(C)ccc2n1C	16	8	19	10
-1	8	91	3	-2	CC(C)OC(=O)CSc1nnc(-c2cccnc2)n1N	20	4	1	5
13	4	90	-1	11	c1ccc(-c2nc(NCc3ccco3)c3ccccc3n2)nc1	-2	4	-22	5
-2	5	132	1	-6	O=C1CC(c2nc3ccccc3[nH]2)CN1c1ccccc1 (stereo not given)	9	0	5	0
12	-7	107	5	1	CN1CCCN(C(=O)c2cc(=O)[nH]c3ccccc23)c2nc3ccccc3nc21	13	5	0	5
-5	-1	113	4	1	CC(=O)c1c(C)[nH]c(C(=O)N2CCc3ccccc3C2)c1C	-7	-1	-21	9
-9	-3	104	-1	-4	COCCN(CCOC)S(=O)(=O)c1ccc(C(=O)Nc2nnc(C)o2)cc1	-3	-4	-1	1
2	2	98	0	-20	CCOc1ccc(-c2nc(C#N)c(N3CCOCC3)o2)cc1	3	-1	-10	0
-3	-1	75	nt	nt	CC(=O)N(CC(=O)O)c1ccccc1C(=O)O	6	3	1	nt
8	9	76	3	-3	CC1(C)CN=C(N2CCN(c3ncnc4sc5c(c34)CCCC5)CC2)S1	-5	1	3	0
-5	3	104	2	-5	CC1=Nc2ccc(C)cc2N(Cc2ccccc2)C(=O)C1	10	-2	16	-4
7	4	102	9	5	O=C(C(F)C(F)(F)F)N1CCN(c2ccccc2)CC1 (stereo not given)	6	3	-27	13
-5	-1	79	1	-1	CCCCOc1ccccc1C1CC(=O)NC2=C1C(=O)CCC2 (stereo not given)	-11	1	-37	1
nt	nt	92	7	63*	COc1ccc(OC)c(C2C(C#N)=C(N)Oc3cc(C)n(Cc4ccccn4)c(=O)c32)c1 (stereo not given)	nt	2	nt	4
1	-1	87	8	nt	COc1ccc2c(c1)c(=O)c(Br)c(C)n2Cc1ccccc1	2	1	6	7
-3	4	60	-4	-17	Fc1c(F)c(C(F)(F)F)c(F)c(F)c1N1CCN(c2ccc3nnc(C(F)(F)F)n3n2)CC1	9	3	16	-8
-4	1	98	-1	7	Clc1cccc(-c2nn3c(-c4ccncc4)nnc3s2)c1	6	1	3	7
-5	6	91	-4	2	Cc1c(NC(=O)c2cc(C(C)C)on2)c(=O)n(-c2ccccc2)n1C	-1	-5	-26	-3
6	-2	86	-12	7	Cc1ccc(NC(=O)CN2CCCCCC2)c(Br)c1	-16	4	-86	1
-2	-9	109	6	nt	COCCn1c(C)cc(C(=O)CSc2ccc(NC(C)=O)cc2)c1C	9	4	3	11
-6	2	78	0	nt	COc1ccc(N(CC(=O)NCc2ccco2)S(=O)(=O)c2c(C)nn(C)c2C)cc1	-7	3	-73	8
-3	0	219	0	-2	CC(C)OCCCNC(=O)c1c(N)n(/N=C/c2ccccn2)c2nc3ccccc3nc12	-12	0	-19	7
-20	-20	99	0	-4	CCCn1nnc(NC(=O)c2ccc(OCC)c(Cl)c2)n1	-24	2	-89	2
-2	9	81	6	4	O=C(NCc1ccco1)C1CCN(S(=O)(=O)c2ccc(-n3cnnn3)cc2)CC1	7	5	15	14
3	-7	86	9	nt	COc1ccc(Br)cc1-c1noc(-c2ccncc2)n1	8	1	-2	11
9	0	53	6	4	CC(C)(C)c1nnc(NC(=O)CN2C(=O)C3C4C=CC(C4)C3C2=O)s1 (stereo not given)	0	0	6	10

Screens: PubChem, several laboratories
